Screening results (PubChem)
KLK5 inh = kallikrein 5 (human) inhibition; Q9Y337; recombinant hK5, fluorogenic AMC substrate cleavage; 0.59% of 210,000 active; AID 873; inhibition, % at 5 µM;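 active = inhibition of 40% or more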;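 note: 0% = enzyme controls without compound and 100% = no-enzyme blanks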
Target sequence (Q9Y337 67-293 limits assumed): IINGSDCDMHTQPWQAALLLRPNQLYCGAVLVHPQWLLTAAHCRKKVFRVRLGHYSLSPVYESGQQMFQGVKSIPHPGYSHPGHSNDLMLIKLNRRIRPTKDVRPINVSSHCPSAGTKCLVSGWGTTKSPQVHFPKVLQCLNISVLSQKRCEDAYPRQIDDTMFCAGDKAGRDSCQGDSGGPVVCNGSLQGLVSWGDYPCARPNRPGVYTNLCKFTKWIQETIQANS
Thrombin inh = blocks human thrombin protease activity; inhibition, % at 5 µM; 0.26% of 220,000 active; alpha-thrombin, Boc-VPR-AMC fluorogenic substrate cleavage;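 active = inhibition at or above 40%; inactive = inhibition below 40%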;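 note: 0% = enzyme with no compound and 100% = wells without enzyme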
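Material: human alpha-thrombin enzyme / Medium: pH 7.5 Tris (50 mM) with NaCl 150 mM, Tween 20 0.05% / Compound: single-point dosing at 5 µM, 0.2% DMSO / Incubation: enzyme reaction carried out at room temperature / Detection: AMC fluorescence, 355/460 nm / Read-out basis: percent inhibition scaled between no-compound controls and no-enzyme blanks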
m-calpain inh = blocks pig calpain II enzyme activity; purified calpain II, fluorogenic peptide substrate, 30 min; 0.37% of 220,000 active; inhibition, % at 16 µM;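 active = inhibition above about 50%, limit read from the data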
PERK inhibitor = inhibitors of human PERK kinase. inhibition, % at 5.6 µM. 0.17% of 220,000 active. Q9NZJ5. AID 1416. CHO PERK-DD fusion, SEAP luminescence translation reporter;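 active = inhibition above the mean inhibition of all tested compounds plus 3 SD, set separately per screening campaign, cut at about 2.9% in these data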;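 note: PERK kinase domain activated by AP20187 dimerizer at 100 nM; 0% = DMSO with dimerizer and 100% = rapamycin at 8.4 µM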
Rad51 HR inh = blocks human Rad51 in homologous recombination. hRad51 DNA strand exchange, fluorescence dequenching. inhibition, % at 10 µM. Q06609. 0.085% of 200,000 active;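 active = inhibition above 40% at the single screening dose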;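 note: 0% = DMSO control wells and 100% = blanks with heterologous ssDNA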
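Material: human Rad51–ssDNA filaments; Probe or stimulus: labelled 47-mer dsDNA for strand exchange; Doses: single 10 µM dose; Incubation: 37 °C 15-min filament assembly, 30-min compound preincubation, 15-min exchange; Technique: FRET fluorescence dequenching, excitation 485 nm, emission 520 nm; Measure: Fluorescence-based percent inhibition, control- and blank-normalised; Benchmarks: plate control and blank wells.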
FXIIa inh = blocks human coagulation factor XIIa protease activity. purified FXIIa, Boc-QGR-AMC fluorogenic substrate, 2 h. 0.3% of 220,000 active. inhibition, % at 5 µM; in the data active = inhibition above about 40%;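 note: 0% = enzyme with no compound and 100% = blank without enzyme; many of its hits are not listed in these tables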
Cl transport mod = modulates chloride dependent transport by human KCC2; Q9H2X9; KCC2 cells, thallium flux FluoZin-2 fluorescence; B-score of Tl+ flux slope (higher = more flux/activation; lower = inhibition) at 10 µM; 2.2% of 190,000 active; AID 1456;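 active = thallium flux slope and its plate-corrected score both differing from the plate sample mean at a set confidence after two filtering rounds, in either direction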;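 note: slope of fluorescence scaled to starting intensity during 10 to 20 s after thallium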
FXIa inh 1536 = blocks human coagulation factor XIa protease activity; P03951; 0.14% of 220,000 active; inhibition, % at 5 µM; purified FXIa, Boc-Glu-Ala-Arg-AMC fluorogenic substrate; AID 798;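 active = inhibition of at least 40%; inactive = inhibition below 40%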;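 note: fluorescence of freed AMC excited at 355 nm; 0% = enzyme without compound and 100% = no enzyme blank; many of its hits are not listed in these tables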
Target sequence (P03951 19-387 limits assumed): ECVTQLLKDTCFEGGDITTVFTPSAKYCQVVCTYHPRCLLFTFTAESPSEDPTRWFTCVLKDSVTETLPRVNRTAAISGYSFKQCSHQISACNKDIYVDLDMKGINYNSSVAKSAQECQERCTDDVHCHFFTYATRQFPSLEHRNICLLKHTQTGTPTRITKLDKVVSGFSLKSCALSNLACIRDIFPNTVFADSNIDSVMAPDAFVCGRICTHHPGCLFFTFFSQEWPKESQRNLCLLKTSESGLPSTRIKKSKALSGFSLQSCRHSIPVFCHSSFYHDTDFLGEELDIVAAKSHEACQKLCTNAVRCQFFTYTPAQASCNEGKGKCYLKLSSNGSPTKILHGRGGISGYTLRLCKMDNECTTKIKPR
Target sequence (P03951 388-625 limits assumed): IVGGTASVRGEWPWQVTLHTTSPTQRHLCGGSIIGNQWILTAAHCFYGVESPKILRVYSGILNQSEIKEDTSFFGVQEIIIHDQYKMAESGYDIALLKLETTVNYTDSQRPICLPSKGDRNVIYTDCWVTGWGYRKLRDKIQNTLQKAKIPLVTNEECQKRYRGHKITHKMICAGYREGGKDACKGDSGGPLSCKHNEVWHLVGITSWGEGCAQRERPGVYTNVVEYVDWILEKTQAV
Furin inh = inhibitors of human furin; P09958; purified furin, fluorogenic substrate cleavage; inhibition, % at 30 µM; 0.061% of 220,000 active; AID 463115; in the data active = inhibition above about 25%; note: inactives centre near -15
* = called active by the depositor; i = inactive; . = not tested or not shown; [ ] = another dose, or the depositor's remark.

Molecule	KLK5 inh	Thrombin inh	m-calpain inh	PERK inhibitor	Rad51 HR inh	FXIIa inh	Cl transport mod	FXIa inh 1536	Furin inh
O=C(Nc1ccccc1)Nc1snnc1C(=O)Nc1cccc(O)c1	-2	-16	-32	-0.2	6	-1	-0.3	-8	-14
Cc1ccc(S(=O)(=O)/N=C(\CN2CCOCC2)N2CCCC2)cc1	-19	-13	-25	0.9	1	3	.	1	-8
COc1ccccc1NC(=O)C1=C(C)Nc2nc(CCCO)nn2C1c1cccnc1 (stereo unspecified)	-9	0	-5	0.5	-12	3	-0.0029	-4	-19[20 µM]
CC(C)NCCCCOc1ccc(Br)cc1Cl	7	-3	-2	-1.1	3	8	0.07	-7	-20
Cn1c(SCC(=O)NCc2ccco2)nnc1-c1ccc(S(=O)(=O)N2CCOCC2)cc1	-7	4	-25	0.0	8	16	0.018	5	-20
O=C(c1ccccc1)N1CCCCC(Sc2nnc3ccccn23)C1=O (stereo unspecified)	7	-8	1	-0.1	2	-4	-0.39	-9	-11
CC1(C)Cc2c(sc3c2c(N)nc(=S)n3Cc2ccccc2)CO1	-7	-13	-12	0.8	5	-1	0.3	-7	-26
CCN(CC)S(=O)(=O)c1ccc(C)c(NC(=O)COc2ccc(Cl)cc2Br)c1	-3	-6	29	0.7	-3	6	-1.3	3	-15
CCOc1cc(O)c(-c2[nH]ncc2-c2nc(C)cs2)cc1CC	0	-2	7	1.3	.	6	-0.018	2	-8
CCOc1ccc(N2C(=O)C3C4C=CC(CC4)C3C2=O)c([N+](=O)[O-])c1 (stereo unspecified)	22	-7	-6	-0.1	-6	2	.	-3	-8[20 µM]
N=c1c(C(=O)NCc2ccc(F)cc2)cc2c(=O)n3ccccc3nc2n1Cc1cccnc1	-17	-21	i	-2.5	-1	-11	.	-21	-58[20 µM]
Cc1ccc(S(=O)(=O)CCC(=O)OCC(=O)NCc2ccc(Cl)cc2)cc1	6	-12	19	0.5	4	7	-0.43	-5	-21
CC(CCc1ccccc1)NC(=O)c1ccc(NC(=O)c2cccc(Br)c2)cc1 (stereo unspecified)	-14	-4	-13	0.6	15	3	0.41	4	-20
CCCCc1c(O)nc(SCC(=O)NC(C)(C)C)n(-c2ccccc2C)c1=O	-24	-3	27	1.1	6	10	-5	-8	-2[20 µM]
COc1ccccc1NC(=O)COC(=O)/C=C/c1ccc2c(c1)OCO2	-16	0	-43	0.7	-5	-3	-0.9	-6	-7
C=CCN1C(=O)C(O)=C(C(C)=O)C1c1ccccc1F (stereo unspecified)	-26	0	10	0.1	-9	7	1	-4	-6
NS(=O)(=O)c1ccc(NC(=O)CSc2ccccc2)cc1	-11	4	-2	1.6	12	1	1.3	-3	-24
CCCC1COC(Cn2cncn2)(c2ccc(C)cc2)O1 (stereo unspecified)	-5	-1	-28	0.6	-6	12	.	0	-21
COc1ccc(S(=O)(=O)NCCSCc2ccco2)cc1	-22	2	-16	0.8	8	5	.	-5	-20
O=C(Nc1ccccc1)NC1(C(=O)NCc2ccco2)CCCCC1	4	4	-41	0.7	6	8	0.15	1	-16
Cc1cccc(NC(=O)c2snc3c(=O)[nH]cnc23)c1	-4	-1	15	1.3	-2	5	-0.92	-3	-19
CN1CCN(S(=O)(=O)c2ccc(N3CCN(S(=O)(=O)c4cccs4)CC3)nc2)CC1	-15	1	-80	-1.2	-6	11	-0.0034	-5	-9[20 µM]
CC1CCCCC1NC(=O)CN(C)S(=O)(=O)c1cccc2cccnc12 (stereo unspecified)	-7	-9	-6	-1.1	3	7	2	-8	-19
CC1Cc2ccccc2N1c1ncnc2c1nnn2Cc1ccccc1Cl (stereo unspecified)	-8	2	-157	1.3	6	13	0.98	7	-53[20 µM]
CCOC(=O)c1ccc(CNC(=O)c2n[nH]c(=O)c3ccccc23)o1	7	-1	-11	0.5	4	11	.	1	-23
O=C(Nc1ccc(-c2noc(-c3cccs3)n2)cc1)c1cccnc1	-25	-1	-69	0.5	6	14	-1.2	7	14[20 µM]
COC(=O)c1sccc1NC(=S)Nc1ccc(F)cc1F	0	-3	-7	1.1	9	8	2.2	4	-14
CCOC(=O)c1c(/N=C/C2=C(O)CCCC2=O)sc(C)c1C	-8	-4	3	0.8	5	4	-2.9	-5	28*
CC(=O)Nc1ccc(C2=NNC(=Nc3ccc(S(=O)(=O)N4CCOCC4)cc3)SC2)cc1	0	-10	-55	0.5	-4	1	1.2	-7	0
COc1ccc(C(=O)NNC(=S)NC(=O)c2ccco2)cc1	-256	5	34	-0.7	3	22	10*	6	-17[20 µM]

A few values from the results shown:
Result of CC1CCCCC1NC(=O)CN(C)S(=O)(=O)c1cccc2cccnc12 (stereo unspecified) in PERK inhibitor: -1.1
Result of O=C(Nc1ccccc1)NC1(C(=O)NCc2ccco2)CCCCC1 in FXIIa inh: 8

(further entries)
Molecule	KLK5 inh	Thrombin inh	m-calpain inh	PERK inhibitor	Rad51 HR inh	FXIIa inh	Cl transport mod	FXIa inh 1536	Furin inh
COc1ccc(C(=O)c2oc3ccccc3c2NC(C)=O)cc1	7	5	-16	-0.3	3	10	0.33	2	-20[20 µM]
FC(F)(F)c1nc2ncc(Cl)cc2[nH]1	7	2	-13	0.0	-15	17	0.096	1	-13
CCOC(=O)c1c(C)[nH]c(C)c1C(=O)CSc1nnnn1-c1ccccc1	-12	-1	-5	-2.6	-3	13	-0.26	1	-8[20 µM]
O=S(=O)(NCc1ccc2c(c1)OCO2)c1ccc2oc3ccccc3c2c1	.	.	.	-0.4	9	.	-0.003	.	-16[20 µM]
O=C(NC(=S)NNC(=O)c1ccccc1O)c1ccco1	-33	-4	29	-0.5	-7	-9	3.5*	-12	-9
CC1CN(S(=O)(=O)c2cccc(-c3cn4ccccc4n3)c2)CC(C)O1 (stereo unspecified)	-5	-4	-29	-0.2	-4	-6	-1.6	0	-22
COC(=O)CS(=O)(=O)c1ccsc1C(=O)Nc1ccc(F)cc1	-5	-8	-11	0.1	0	8	0.41	-2	-24
O=C(Nc1ccccc1C(=O)NC(Cc1c[nH]c2ccccc12)C(=O)O)c1ccco1 (stereo unspecified)	10	1	-19	2.6	4	11	0.96	3	-29
Cc1n[nH]c(C)c1CCC(=O)N/N=C/c1c[nH]c2ccccc12	58*	2	12	0.1	1	27	0.033	48*	1
CCCNC(=O)C12CCC(C)(C(=O)O1)C2(C)C (stereo unspecified)	-2	-4	-17	1.0	.	3	1.1	1	-15
CC(=O)Nc1ccc(NC(=O)Cn2cnc3c(cnn3C(C)(C)C)c2=O)cc1	-21	-1	-60	1.2	-4	11	-0.1	-8	-15[20 µM]
COC(=O)C(C(=O)OC)C(C[N+](=O)[O-])c1ccc(O)c(OC)c1 (stereo unspecified)	-18	-6	-7	-0.1	.	6	-0.31	-2	-14
CC(/C=C1\SC(=O)N(CCCC(=O)O)C1=O)=C\c1ccccc1	-5	-3	29	1.1	16	13	-1.9	19	5
CN1CCN(c2ccccc2NC(=O)c2ccc(-c3cccc([N+](=O)[O-])c3)o2)CC1	-20	-4	28	-1.6	.	8	-1	6	1
O=C1COc2ccc(C(=O)COC(=O)Cn3cnc4ccccc43)cc2N1	-8	-3	-28	1.5	0	3	1.3	-16	-8
O=C(COc1ccc(-c2nnco2)cc1)NC1CCCc2ccccc21 (stereo unspecified)	12	9	-1	0.5	-1	20	-1.5	9	-5
O=C(COC(=O)CCc1nc2ccccc2c(=O)[nH]1)NCc1ccc(F)cc1	2	4	-27	0.7	-3	14	-0.89	2	-17
O=C(O)CCCCc1nc2ccccc2s1	-33	-9	-15	2.8	6	-4	.	4	-17[20 µM]
COCCCNc1ncnc2c1sc1nc(-c3ccco3)c3c(c12)CC(C)(C)OC3	-3	-4	-179	-1.9	7	3	-1	-3	-34
COc1ccc(CNC(=O)c2csc(Cc3ccccc3)n2)cc1	-17	-2	14	-0.4	-4	9	.	-5	-9[20 µM]
CC(C)(C)c1ccc(S(=O)(=O)NCc2ccc(C(=O)N3CCOCC3)cc2)cc1	-11	0	-47	0.3	8	13	-0.27	4	-20[20 µM]
COC(=O)c1ccc(NC(=O)C(C)N2C(=O)c3ccccc3C2=O)cc1 (stereo unspecified)	4	-3	13	0.6	3	13	0.0083	5	-13[20 µM]
O=C(CSc1ncc(-c2ccccc2)[nH]1)Nc1ccccc1	-17	-11	9	0.5	1	-3	-0.05	2	-19[20 µM]
Cc1cc(C)n(CC(O)COc2c(C)cccc2C)n1 (stereo unspecified)	-7	-6	11	-1.1	-4	7	0.19	5	-6
CC/C(=N\NC(=O)CCC(=O)NCc1ccccc1)c1ccc(O)cc1	3	-4	-27	1.3	10	7	1.1	0	-29
N=c1ccn(Cc2cccc(Cl)c2)cc1	15	14	10	0.9	4	22	.	13	-11[20 µM]
CN(C(=O)COc1ncnc2c1cnn2-c1ccccc1)C1CCCCC1	-4	-9	-16	-0.1	3	.	-1	-6	-14
CCOc1ccc(CN2CCN(Cc3cccn3-c3cccnc3)CC2CCO)cc1 (stereo unspecified)	15	-14	-17	0.6	2	2	0.36	-5	-14
C/C(=N/NS(=O)(=O)c1ccc(F)cc1)c1ccc(NC(=O)c2ccc(C)o2)cc1	2	1	20	0.2	1	-1	-0.42	4	-12[20 µM]
CCN(c1ccccc1)S(=O)(=O)c1ccc(C(=O)Nc2nnc(C3CC3)o2)cc1	-2	-4	-21	1.2	2	4	-0.079	-1	-20
Cc1n[nH]c(C)c1N1C(=O)c2cccc3c(N4CCCCCC4)ccc(c23)C1=O	10	6	4	-1.6	i	6	i	5	0
CC(C)CNC(=O)[C@H](Cc1ccccc1)NC(=O)c1ccco1	-8	2	7	-1.4	4	6	-1.1	5	-12[20 µM]
CCCn1c(SCC(=O)OCC)nc(C(F)(F)F)cc1=O	-8	-11	19	0.6	-10	6	-0.58	1	-13
COc1ccc(-c2nnn(CC(=O)c3ccccc3)n2)cc1OC	-9	3	-7	-0.3	6	17	-0.11	5	-22
CN(CC(=O)Nc1ccc(Cl)cc1)S(=O)(=O)c1cccc2cccnc12	-14	0	7	-1.6	4	24	.	19	-1
CCOC(=O)c1[nH]c2ccccc2c1NC(=O)CC(C)(C)C	-4	-1	-8	0.6	-12	22	.	7	-23
CCOc1ccc(Nc2nc(Cc3nnc(SCC(=O)O)o3)cs2)cc1	1	2	-15	0.8	3	4	.	0	-25
Cc1cc(-c2nnc(CCC(=O)NC(C)c3ccc(F)cc3)o2)no1 (stereo unspecified)	5	-12	27	-0.1	0	9	.	1	-8
O=C(CCN1C(=O)C2C3C=CC(C3)C2C1=O)Nc1c(F)cccc1F (stereo unspecified)	-3	-7	-1	1.2	-10	12	.	-3	-17
Cc1ccc(S(=O)(=O)N/N=c2\oc3ccccc3cc2C(=O)Nc2cccc(C)c2)cc1	-11	1	-10	0.2	-9	14	1.3	4	-4

Compound profiles, from the list above:
Listed for `COc1ccccc1NC(=O)COC(=O)/C=C/c1ccc2c(c1)OCO2` = KLK5 inh: -16; Thrombin inh: 0; m-calpain inh: -43; PERK inhibitor: 0.7; Rad51 HR inh: -5; FXIIa inh: -3; Cl transport mod: -0.9; FXIa inh 1536: -6; Furin inh: -7
Listed for `CCOC(=O)c1c(/N=C/C2=C(O)CCCC2=O)sc(C)c1C` = KLK5 inh: -8; Thrombin inh: -4; m-calpain inh: 3; PERK inhibitor: 0.8; Rad51 HR inh: 5; FXIIa inh: 4; Cl transport mod: -2.9; FXIa inh 1536: -5; Furin inh: 28*

These rows are one share of the data; the hit share may differ from the screen's.
